hcDAF12 agonist: H. contortus DAF-12 nuclear receptor activators, primary screen, cell-based, luminescence, HEK293, lit1-tk-luc reporter | AID 652067, 2013 | HEK293 hcDAF-12 lit1-tk-luc reporter; 0% DMSO, 100% Δ7-dafachronic acid | 370,000 tested, 1.4% active | activation, % at 6.8 µM;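 active = activation above the mean of all tested compounds plus 3 SD, cut at about 5.5% in these data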;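 note: 100% = response to 3 µM Δ7-dafachronic acid high control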
PLC-gamma1 inh: PLC-gamma1 enzyme inhibitors, primary screen, biochemical, fluorescence, purified enzyme | 1-phosphatidylinositol 4,5-bisphosphate phosphodiesterase gamma-1 (Homo sapiens), P19174 | fluorogenic substrate | inhibition, % at 12.2 µM | 370,000 tested, 0.84% active; in the data active = inhibition above about 9.5%
DAX1 inh-1: DAX1 (NR0B1) inhibitors, primary screen, cell-based, HEK293, Gal4-DAX1, luciferase luminescence; HEK293 Gal4-DAX1 luciferase reporter; inhibition, % at 6.75 µM; AID 504766, 2011; Nuclear receptor subfamily 0 group B member 1 (Homo sapiens), P51843; 340,000 tested, 0.99% active;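 active = inhibition above the mean over all tested compounds plus 3 SD, cut at about 4.2% in these data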;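 note: 0% = DAX1-transfected cells with DMSO and 100% = empty-vector control cells with DMSO; inhibition shows as a rise in luminescence from relieved DAX1 repression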
FXN GAA850 act: FXN promoter activators, primary screen, cell-based, luciferase luminescence, HEK293 lucGAA850; HEK293 lucGAA850 FXN promoter luciferase reporter, 24 h; percent of 10 µM SAHA response; activation, % at 6 µM; 360,000 tested, 0.56% active; AID 540364, 2011;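 active = activation above the average of all compounds screened plus 3 SD, cutoff fixed separately per campaign, cut at about 7.5% in these data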;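 note: 0% = DMSO wells and 100% = 10 µM SAHA wells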
ssDAF12 agonist: S. stercoralis DAF-12 nuclear receptor activators, primary screen, cell-based, luminescence, HEK293, GRIP1 co-expression, lit1-tk-luc. Nuclear hormone receptor DAF-12 (Strongyloides stercoralis). HEK293 ssDAF-12/GRIP1 lit1-tk-luc reporter; % of 3 µM dafachronic acid response. activation, % at 6.8 µM. 370,000 tested, 1% active. AID 652126, 2013;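 active = activation above the mean over all tested compounds plus 3 SD, cut at about 0.9% in these data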;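 note: 0% = DMSO-only wells and 100% = 3 µM delta7-dafachronic acid wells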
ADAM17 inh: ADAM17 inhibitors, primary screen, biochemical, QFRET; Disintegrin and metalloproteinase domain-containing protein 17 (Homo sapiens), P78536; recombinant ADAM17, EDANS/DABCYL FRET peptide cleavage; inhibition, % at 6.95 µM; 370,000 tested, 0.83% active; AID 720648, 2013;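 active = inhibition above the mean of compounds lying between control limits plus 3 SD, set per campaign, cut at about 8.5% in these data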;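 note: 0% = DMSO-only wells as the low control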
HGIII-sPLA2 inh: human group III sPLA2 inhibitors, primary screen, biochemical, QFRET, BODIPY PC-A2 liposome substrate; QFRET BODIPY PC-A2 liposome hydrolysis, fluorescence; Group 3 secretory phospholipase A2 (Homo sapiens), Q9NZ20; inhibition, % at 12.2 µM; AID 743126, 2013; 370,000 tested, 0.56% active;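 active = inhibition above mean plus 3 SD of compounds lying within the high and low control bounds, cut at about 19% in these data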;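 note: 0% = median of test compound wells and 100% = no enzyme DMSO wells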
ADAM10 inh: human ADAM10 inhibitors, primary screen, biochemical, QFRET, HTS. recombinant ADAM10, EDANS/DABCYL FRET peptide cleavage, 3 h. inhibition, % at 7 µM. 370,000 tested, 0.62% active. AID 720582, 2013;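 active = inhibition above a per-campaign cutoff equal to the mean of compounds falling between control-based bounds plus 3 SD, cut at about 20% in these data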;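 note: 0% = DMSO wells while the 100% control is not disclosed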
PLCb3 inh: human PLC-beta3 inhibitors, primary screen, biochemical, fluorescence; 370,000 tested, 0.18% active; Purified PLC-beta3, fluorogenic substrate; inhibition, % at 12.2 µM; 1-phosphatidylinositol 4,5-bisphosphate phosphodiesterase beta-3 (Homo sapiens), Q01970; AID 720704, 2013; in the data active = inhibition above about 11%;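 note: 0% = median of compound wells on plate and 100% = full blocker control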
Target sequence (Q01970 whole entry, looked up): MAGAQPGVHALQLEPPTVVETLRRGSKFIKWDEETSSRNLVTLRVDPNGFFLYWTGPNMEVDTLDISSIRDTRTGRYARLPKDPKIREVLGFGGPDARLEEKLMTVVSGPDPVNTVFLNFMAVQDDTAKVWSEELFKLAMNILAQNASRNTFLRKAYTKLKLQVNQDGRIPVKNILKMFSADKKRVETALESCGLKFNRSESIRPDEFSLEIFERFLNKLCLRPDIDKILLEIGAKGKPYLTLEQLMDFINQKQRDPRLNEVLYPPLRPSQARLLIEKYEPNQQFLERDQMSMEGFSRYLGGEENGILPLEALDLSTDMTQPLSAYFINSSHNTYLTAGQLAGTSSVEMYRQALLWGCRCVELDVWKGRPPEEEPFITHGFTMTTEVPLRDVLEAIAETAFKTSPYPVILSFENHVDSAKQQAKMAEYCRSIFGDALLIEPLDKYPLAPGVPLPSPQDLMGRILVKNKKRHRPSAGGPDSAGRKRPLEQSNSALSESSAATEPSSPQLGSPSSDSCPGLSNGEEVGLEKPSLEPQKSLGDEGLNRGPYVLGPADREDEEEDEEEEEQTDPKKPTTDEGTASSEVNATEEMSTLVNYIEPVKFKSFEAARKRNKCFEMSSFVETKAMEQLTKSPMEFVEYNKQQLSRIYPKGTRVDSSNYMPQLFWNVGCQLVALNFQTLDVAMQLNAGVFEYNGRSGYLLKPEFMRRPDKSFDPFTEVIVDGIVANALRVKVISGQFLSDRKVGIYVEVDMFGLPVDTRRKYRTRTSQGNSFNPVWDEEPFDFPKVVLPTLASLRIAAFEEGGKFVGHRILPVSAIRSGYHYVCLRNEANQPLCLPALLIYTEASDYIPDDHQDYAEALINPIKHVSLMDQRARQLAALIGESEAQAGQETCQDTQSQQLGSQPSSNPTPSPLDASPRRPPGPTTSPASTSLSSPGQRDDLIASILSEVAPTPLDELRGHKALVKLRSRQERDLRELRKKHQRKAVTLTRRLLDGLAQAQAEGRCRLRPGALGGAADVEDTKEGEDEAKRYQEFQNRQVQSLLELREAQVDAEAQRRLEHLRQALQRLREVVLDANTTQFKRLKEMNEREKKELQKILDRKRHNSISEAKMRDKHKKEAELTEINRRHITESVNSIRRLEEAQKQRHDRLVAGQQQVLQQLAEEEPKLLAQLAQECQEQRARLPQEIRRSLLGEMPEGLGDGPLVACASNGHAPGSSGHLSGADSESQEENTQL
hgDAF-12 ag: H. glycines DAF-12 receptor agonists, primary screen, cell-based, luminescence, HEK293, GAL4 fusion, UAS-luciferase; Nuclear hormone receptor DAF-12 (Heterodera glycines), GAL4 fusion; HEK293 GAL4-hgDAF12 UAS-luciferase reporter, agonist luminescence; normalized to butyrate control; activation, % at 6.8 µM; 370,000 tested, 1.8% active; AID 687014, 2013;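 active = activation above a cutoff set at the mean of all screened compounds plus 3 SD, cut at about 10% in these data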;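 note: 0% = DMSO wells and 100% = sodium butyrate wells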
DAX1 inh-2: DAX1 (NR0B1) inhibitors on StAR promoter, primary screen, cell-based, luminescence, SF-1 (NR5A1), full-length DAX-1 | HEK293T StAR-luciferase reporter, SF-1/DAX-1 repression relief | inhibition, % at 6.8 µM | 370,000 tested, 1.1% active | AID 652010, 2013;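 active = inhibition above the mean over all tested compounds plus 3 SD, cut at about 3.6% in these data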;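 note: 0% = DAX-1 cells with DMSO and 100% = cells lacking DAX-1 with DMSO; higher inhibition means more luminescence from relief of DAX-1 repression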
Numbers without * were called inactive.

Results for Cc1ccc(-n2[nH]c(C)c(/C=N/c3cccc(C)n3)c2=O)cc1 ?
hcDAF12 agonist: 0.2; PLC-gamma1 inh: 0; DAX1 inh-1: 1.4; FXN GAA850 act: 1.6; ssDAF12 agonist: -1.1; ADAM17 inh: -7; HGIII-sPLA2 inh: 5; ADAM10 inh: -6; PLCb3 inh: -9; hgDAF-12 ag: 1.5; DAX1 inh-2: 0.1

Results for Nc1ncnc2c1ncn2[C@@H]1O[C@H](CO)[C@@H](O)[C@H]1O ?
hcDAF12 agonist: -1.2; PLC-gamma1 inh: -2; DAX1 inh-1: -0.3; FXN GAA850 act: 0.2; ssDAF12 agonist: -1.5; ADAM17 inh: -1; HGIII-sPLA2 inh: 8; ADAM10 inh: -10; PLCb3 inh: 6; hgDAF-12 ag: -0.1; DAX1 inh-2: 1.7

How did O=C(Nc1nnc(-c2cccs2)o1)c1ccc(S(=O)(=O)N2CCOCC2)cc1 do in these assays?
hcDAF12 agonist: -1.5; PLC-gamma1 inh: 0; DAX1 inh-1: 1.3; FXN GAA850 act: -0.1; ssDAF12 agonist: -1.8; ADAM17 inh: 2; HGIII-sPLA2 inh: -7; ADAM10 inh: 6; PLCb3 inh: 2; hgDAF-12 ag: 0.8; DAX1 inh-2: -1.5

What do the screens show for `CC(=O)C1C(c2ccc(Cl)cc2)c2c(n[nH]c2C)CC1(C)O` (stereo not given)?
hcDAF12 agonist: -0.1; PLC-gamma1 inh: 1; DAX1 inh-1: 5.5*; FXN GAA850 act: -0.8; ssDAF12 agonist: -1.6; ADAM17 inh: 1; HGIII-sPLA2 inh: -6; ADAM10 inh: 1; PLCb3 inh: -1; hgDAF-12 ag: -1.8; DAX1 inh-2: 0.9

How did O=C(CCCC(=O)NC1CCCCC1)Nc1ccc([N+](=O)[O-])cc1 do in these assays?
hcDAF12 agonist: 0.8; PLC-gamma1 inh: 2; DAX1 inh-1: 1.5; FXN GAA850 act: 0.6; ssDAF12 agonist: -0.6; ADAM17 inh: -1; HGIII-sPLA2 inh: -4; ADAM10 inh: -5; PLCb3 inh: 0; hgDAF-12 ag: -0.7; DAX1 inh-2: 0.5

What do the screens show for `O=C(Nc1nc(-c2ccccc2)cs1)C1CCCCN1S(=O)(=O)c1ccccc1` (stereo not given)?
hcDAF12 agonist: 2.2; PLC-gamma1 inh: 2; DAX1 inh-1: -2.0; FXN GAA850 act: -1.6; ssDAF12 agonist: -0.1; ADAM17 inh: 6; HGIII-sPLA2 inh: -10; ADAM10 inh: 14; PLCb3 inh: 2; hgDAF-12 ag: -0.8; DAX1 inh-2: -0.1

How did COCCNC(=O)Cn1cnc2c(cnn2-c2ccc(OC)cc2)c1=O do in these assays?
hcDAF12 agonist: 1.1; PLC-gamma1 inh: -2; DAX1 inh-1: 0.6; FXN GAA850 act: 0.6; ssDAF12 agonist: -0.8; ADAM17 inh: -2; HGIII-sPLA2 inh: -1; ADAM10 inh: 1; PLCb3 inh: -3; hgDAF-12 ag: 1.6; DAX1 inh-2: -0.2

Results for CCN(CC)CCCn1c2c(c(SCC(=O)Nc3cccc(C)c3C)nc1=O)CCC2 ?
hcDAF12 agonist: 1.7; PLC-gamma1 inh: 1; DAX1 inh-1: 1.5; FXN GAA850 act: 1.5; ssDAF12 agonist: -0.9; ADAM17 inh: 1; HGIII-sPLA2 inh: -6; ADAM10 inh: 0; PLCb3 inh: -2; hgDAF-12 ag: 2.0; DAX1 inh-2: 7.2*

Results for Cc1ccc2c(c1)N(CC(=O)O)C(=O)CO2 ?
hcDAF12 agonist: -1.5; PLC-gamma1 inh: 3; DAX1 inh-1: 1.8; FXN GAA850 act: -1.7; ssDAF12 agonist: -1.3; ADAM17 inh: -1; HGIII-sPLA2 inh: 6; ADAM10 inh: 1; PLCb3 inh: 5; hgDAF-12 ag: -0.2; DAX1 inh-2: -1.2

Results for Oc1cc2c(cc1C(c1ccc(Cl)c(Cl)c1)N1CCCC1)OCO2 (stereo not given) ?
hcDAF12 agonist: -0.6; PLC-gamma1 inh: 3; DAX1 inh-1: -0.1; FXN GAA850 act: 1.4; ssDAF12 agonist: -1.2; ADAM17 inh: 8; HGIII-sPLA2 inh: -12; ADAM10 inh: 27*; PLCb3 inh: -3; hgDAF-12 ag: 0.4; DAX1 inh-2: 0.4

How did Cc1ccc(-c2cc(-c3nnc(SCC(=O)N4c5ccccc5Sc5ccccc54)n3N)[nH]n2)cc1 do in these assays?
hcDAF12 agonist: -3.4; PLC-gamma1 inh: 0; ssDAF12 agonist: -0.7; ADAM17 inh: -1; HGIII-sPLA2 inh: 5; ADAM10 inh: -6; PLCb3 inh: -2; hgDAF-12 ag: -0.5; DAX1 inh-2: -2.0

How did O=C(NCC1CCCO1)c1cc2ccccc2cc1O (stereo not given) do in these assays?
hcDAF12 agonist: 2.2; PLC-gamma1 inh: -275; DAX1 inh-1: 3.5; FXN GAA850 act: 1.1; ssDAF12 agonist: 0.2; ADAM17 inh: -29; HGIII-sPLA2 inh: -1; ADAM10 inh: -75; PLCb3 inh: -314; hgDAF-12 ag: 5.6; DAX1 inh-2: 5.0*

How did O=C(O)c1ccc(OC2CSC2)cc1 do in these assays?
hcDAF12 agonist: 0.3; PLC-gamma1 inh: 1; DAX1 inh-1: -0.3; FXN GAA850 act: -1.2; ssDAF12 agonist: -0.9; ADAM17 inh: 3; HGIII-sPLA2 inh: 1; ADAM10 inh: 5; PLCb3 inh: 0; hgDAF-12 ag: -1.3; DAX1 inh-2: 0.6

How did NCCCCCc1cn([C@@H](CO)C(=O)NCCCCCCCCCCC(=O)N2CCNCC2)nn1 do in these assays?
hcDAF12 agonist: -1.9; PLC-gamma1 inh: 0; DAX1 inh-1: 1.2; FXN GAA850 act: 1.2; ssDAF12 agonist: -1.4; ADAM17 inh: -2; HGIII-sPLA2 inh: 0; ADAM10 inh: 10; PLCb3 inh: 3; hgDAF-12 ag: 0.0; DAX1 inh-2: 0.6

What do the screens show for `COc1cc(/C(C)=N/NC(=O)c2ccc(CSc3nncn3C)cc2)cc(OC)c1OC`?
hcDAF12 agonist: -1.5; PLC-gamma1 inh: -2; DAX1 inh-1: 1.4; FXN GAA850 act: 0.9; ssDAF12 agonist: -1.1; ADAM17 inh: -6; HGIII-sPLA2 inh: 5; ADAM10 inh: -6; PLCb3 inh: -7; hgDAF-12 ag: -1.8; DAX1 inh-2: 0.5

How did COc1cc(NC(=O)CSc2nnnn2-c2ccccc2)cc(OC)c1OC do in these assays?
hcDAF12 agonist: 0.2; PLC-gamma1 inh: 3; DAX1 inh-1: 1.6; FXN GAA850 act: -3.2; ssDAF12 agonist: -1.2; ADAM17 inh: 0; HGIII-sPLA2 inh: 4; ADAM10 inh: -5; PLCb3 inh: 4; hgDAF-12 ag: -1.4; DAX1 inh-2: 0.8

What do the screens show for `O=c1c2ccccc2n2c(-c3cccc(Cl)c3)nnc2n1Cc1ccccc1`?
hcDAF12 agonist: -1.4; PLC-gamma1 inh: 3; DAX1 inh-1: 0.5; FXN GAA850 act: 1.1; ssDAF12 agonist: -1.6; ADAM17 inh: 1; HGIII-sPLA2 inh: 1; ADAM10 inh: 6; PLCb3 inh: 6; hgDAF-12 ag: -2.4; DAX1 inh-2: -0.5

What do the screens show for `Oc1cccc(C2c3[nH]c4ccccc4c3CCN2Cc2ccc3c(c2)CCO3)c1` (stereo not given)?
hcDAF12 agonist: 4.6; PLC-gamma1 inh: -4; DAX1 inh-1: -0.2; FXN GAA850 act: 0.5; ssDAF12 agonist: -0.7; ADAM17 inh: 0; HGIII-sPLA2 inh: -25; ADAM10 inh: -6; PLCb3 inh: -17; hgDAF-12 ag: -2.9; DAX1 inh-2: 1.5

What do the screens show for `CCN(CC(=O)NCC1CCCO1)S(=O)(=O)c1ccc2ccccc2c1` (stereo not given)?
hcDAF12 agonist: 0.2; PLC-gamma1 inh: 1; DAX1 inh-1: -0.4; FXN GAA850 act: 0.6; ssDAF12 agonist: -1.3; ADAM17 inh: -8; HGIII-sPLA2 inh: 11; ADAM10 inh: -10; PLCb3 inh: 1; hgDAF-12 ag: -2.7; DAX1 inh-2: -0.2

What do the screens show for `COc1c(S(=O)(=O)N2CCN(C(=O)c3ccco3)CC2)ccc(Cl)c1Cl`?
hcDAF12 agonist: -0.4; PLC-gamma1 inh: -2; DAX1 inh-1: 0.4; FXN GAA850 act: 2.9; ssDAF12 agonist: -0.9; ADAM17 inh: 1; HGIII-sPLA2 inh: -5; ADAM10 inh: 3; PLCb3 inh: -1; hgDAF-12 ag: -2.6; DAX1 inh-2: -0.8

Results for CC1(C(=O)NS(=O)(=O)Cc2cccc(Cl)c2)CCN1C(=O)C/C=C/c1ccccc1 (stereo not given) ?
hcDAF12 agonist: -0.9; PLC-gamma1 inh: -4; FXN GAA850 act: 1.5; ssDAF12 agonist: -0.7; ADAM17 inh: 3; HGIII-sPLA2 inh: -6; ADAM10 inh: -2; PLCb3 inh: -3; hgDAF-12 ag: -1.6; DAX1 inh-2: -0.4

What do the screens show for `Cc1ccc(/C(O)=C2\C(=O)C(=O)N(c3cc(C)on3)C2c2cccc(Cl)c2)cc1` (stereo not given)?
hcDAF12 agonist: -1.1; PLC-gamma1 inh: 0; DAX1 inh-1: 0.0; FXN GAA850 act: 1.5; ssDAF12 agonist: -0.4; ADAM17 inh: 1; HGIII-sPLA2 inh: -5; ADAM10 inh: 4; PLCb3 inh: 2; hgDAF-12 ag: -0.5; DAX1 inh-2: 0.3

Results for CCOC(=O)CNC(=O)CSc1nc2cccnc2n1CC ?
hcDAF12 agonist: -1.8; PLC-gamma1 inh: 3; DAX1 inh-1: 2.0; FXN GAA850 act: 1.1; ssDAF12 agonist: -1.9; ADAM17 inh: 1; HGIII-sPLA2 inh: 2; ADAM10 inh: -5; PLCb3 inh: -1; hgDAF-12 ag: -2.5; DAX1 inh-2: -0.9

Compound activity as filed in PubChem BioAssay.
